Assay outcomes as filed in PubChem.
Rpn11 block = inhibitors of human proteasome Rpn11 | AID 588493 | human 26S proteasome, Ub4-pepOG fluorescence polarization; 20S core pre-blocked with epoxomicin | 360,000 tested, 0.59% active | calls only at 20 µM;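 active = inhibition at 20 µM, scaled to each plate's controls, above about 33%, limit read from the data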
Target sequence (O00487 whole entry, looked up): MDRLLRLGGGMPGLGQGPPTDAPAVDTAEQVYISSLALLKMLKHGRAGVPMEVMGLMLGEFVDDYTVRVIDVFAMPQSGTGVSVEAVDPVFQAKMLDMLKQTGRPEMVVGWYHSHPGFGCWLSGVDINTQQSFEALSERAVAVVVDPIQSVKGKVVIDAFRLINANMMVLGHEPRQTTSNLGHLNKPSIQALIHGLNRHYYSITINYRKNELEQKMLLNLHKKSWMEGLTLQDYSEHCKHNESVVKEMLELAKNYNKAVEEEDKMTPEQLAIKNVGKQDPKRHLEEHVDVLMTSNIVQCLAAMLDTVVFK
SKN-1 block = blocks SKN-1 activity in C. elegans | C. elegans VP596 Pgst-4::GFP/RFP ratio, acrylamide-induced, 24 h | inhibition, % at 21.8 µM | 360,000 tested, 0.49% active | AID 624304;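 active = interference check ratio from 0.5 to 1.5 plus GFP to RFP signal ratio inhibition reaching or exceeding a fixed threshold, cut at about 30% in these data, passing the limit was not always enough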; also: some compounds called inactive have numbers as strong as hits
CSN deneddyl inh = blocks human CSN-mediated cullin deneddylation; Q92905; Purified CSN, SCF-Nedd8-OG deneddylation, fluorescence polarization; inhibition, % at 12.5 µM; 360,000 tested, 0.38% active; AID 651999;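 active = pattern-corrected inhibition above about 35%, with an unprinted fluorescence ratio check between 0.5 and 1.5, limit read from the data, passing the limit was not always enough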;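 also: 0% = enzyme with substrate and 100% = substrate without enzyme; some results filed as inactive read as strong as hits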
Target sequence (Q92905 whole entry, looked up, one chain of several): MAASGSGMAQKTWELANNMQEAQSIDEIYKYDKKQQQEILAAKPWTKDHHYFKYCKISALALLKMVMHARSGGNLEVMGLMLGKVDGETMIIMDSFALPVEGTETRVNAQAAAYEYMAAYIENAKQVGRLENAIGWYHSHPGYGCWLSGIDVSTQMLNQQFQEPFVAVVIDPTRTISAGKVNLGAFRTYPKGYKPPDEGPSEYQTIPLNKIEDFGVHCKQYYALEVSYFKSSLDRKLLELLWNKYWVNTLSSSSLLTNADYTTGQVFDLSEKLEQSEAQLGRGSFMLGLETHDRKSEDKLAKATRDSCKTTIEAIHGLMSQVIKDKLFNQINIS
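Material: purified human Csn5 enzyme expressed in HEK293T cells / Medium: Tris buffer pH 7.5, NaCl, DTT, Tween-20, trehalose, ovalbumin / Compound dosing: 12.5 µM single point / Schedule: 90 min incubation of compound, enzyme and substrate at room temperature / Signal: fluorescence polarization of the substrate / Control set: no-enzyme wells high, enzyme-with-substrate wells low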
NadD block = blocks S. aureus nicotinate mononucleotide adenylyltransferase; purified NadD enzyme, colorimetric absorbance read-out; 360,000 tested, 0.78% active; inhibition, % at 20 µM; in the data active = inhibition above about 26%; also: some compounds past the cut are filed as inactive
Rin1 Abl inh = blocks binding of human Rin1 to Abl | AID 588664 | P00519+Q13671 | inhibition, % at 7.35 µM | 360,000 tested, 0.4% active | TR-FRET Rin1/Abl binding, biochemical; in the data active = inhibition above about 5%, passing the limit was not always enough
Neddyl block = inhibitors of human cullin neddylation. P61081+Q13564. TR-FRET cullin neddylation, biochemical. calls only at 25 µM. 360,000 tested, 0.58% active. AID 651699; in the data active = inhibition above about 36%
FAS-TE inh = FAS thioesterase (human) inhibition | P49327 | recombinant FAS-TE, OMFH fluorogenic substrate, fluorescence endpoint | inhibition, % at 15 µM | 360,000 tested, 0.67% active;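 active = compounds whose normalised, plate-corrected inhibition of enzyme fluorescence in the single-dose primary screen is 50% or more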;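 also: 0% = DMSO with enzyme and 100% = substrate without enzyme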
MLLE-PAM2 inh = blocks PAM2 peptide binding to the PABP1 MLLE domain; inhibition, % at 20 µM; 360,000 tested, 0.36% active; P11940; GST-MLLE / FITC-PAM2 fluorescence polarization; in the data active = inhibition above about 35%, passing the limit was not always enough;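 also: plate controls were DMSO wells with GST-MLLE for no effect and wells lacking GST-MLLE protein for full effect; some results filed as inactive read as strong as hits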
MT1-MMP act inh = blocks activation of human MT1-MMP | HT1080 RFP-PRO-GFP cells, GFP/RFP ratio fluorescence, overnight; percent of plate control window, DMSO zero | GFP/RFP ratio change, % at 20 µM | 360,000 tested, 0.061% active | AID 651647;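 active = GFP/RFP ratio change of at least 30% with cell ATP level not reduced by more than half and red fluorescence within 50% of control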; also: strong numbers were not always called active
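Material: RFP-PRO-GFP reporter HT1080 cells. Dosing: single-point 20 µM compound, 1% DMSO. Controls: DMSO and RFP-L50D-GFP cell wells. Timing: cells overnight before dosing, compound overnight, 37 °C, 5% CO2. Measure: GFP/RFP fluorescence ratio.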
* hit, by the source's call; i = inactive; . = not tested or not shown.

SMILES | Rpn11 block | SKN-1 block | CSN deneddyl inh | NadD block | Rin1 Abl inh | Neddyl block | FAS-TE inh | MLLE-PAM2 inh | MT1-MMP act inh
NNc1nc(-c2ccccc2)cs1 | i | -4 | 0 | 2 | 4 | i | -6 | 4 | 1
O=C(NC1CCCCC1)C1(c2ccccc2)CC1(Cl)Cl (stereo unspecified) | i | 10 | 5 | 0 | -1 | i | 2 | -3 | 2
CC1(CCc2ccccc2)NC(=O)N(CC(=O)Nc2ccc3c(c2)OCCO3)C1=O (stereo unspecified) | i | 7 | 3 | -4 | 1 | i | 2 | 6 | 0
CC(C)NC(=O)C(=O)NCCN1CCN(C(=O)c2ccc(C(C)(C)C)cc2)CC1 | i | -3 | 0 | 3 | -1 | i | -8 | 3 | 2
COc1ccc(NC(=O)CSc2nc3c(c(=O)n2-c2ccc(F)cc2)SCC3)c(OC)c1 | i | 8 | -2 | 0 | -3 | i | 4 | 8 | -2
COc1ccc(/C=C(/NC(C)=O)C(=O)O)cc1 | i | -6 | 0 | 0 | -4 | i | -6 | 8 | 2
COc1ccc(-n2c(C)nc3c(cnn3-c3ccc(C)c(C)c3)c2=O)cc1 | i | 7 | 1 | -13 | 1 | i | 9 | 13 | 0
CS(=O)(=O)N1CCc2cc(C(=O)N3CCN(c4cccc(Cl)c4)CC3)ccc21 | i | 2 | 4 | -7 | -1 | i | 2 | 12 | 1
COc1ccc(/C(C)=N/NC(=O)CNC(=O)Cc2ccccc2)c(OC)c1 | i | 19 | 2 | -6 | -1 | i | -5 | 1 | 1
COC(=O)c1[nH]c2c(c1C(=O)OC)CCc1ccccc1-2 | i | 9 | -5 | -5 | -2 | . | -4 | 6 | -3
COc1ccc(NC(=O)N(C)C[C@H]2Oc3ccc(NC(=O)C4CCCCC4)cc3C(=O)N([C@H](C)CO)C[C@@H]2C)cc1 | i | -3 | -1 | -6 | 4 | i | -13 | 10 | -1
CCn1c(N)c(C(=O)NCc2cccnc2)sc1=S | i | 17 | -2 | -1 | -4 | i | -1 | 38 | 5
O=C(CCN1CCN(c2ccccc2)CC1)NNC(=S)Nc1ccccc1 | i | -5 | -1 | -7 | -2 | i | -4 | -18 | -5
CSc1nnc(-c2ccc(S(=O)(=O)N3CCOCC3)cc2)n1C | i | -8 | -4 | 3 | 4 | i | -6 | 3 | 1
O=S(=O)(Nc1ccc(F)cc1)N1CCOCC1 | i | 27 | 1 | -1 | 3 | i | -5 | -11 | -5
O=C(NCCc1c[nH]c2ccccc12)C1CCC(Cn2c(=S)[nH]c3ccccc3c2=O)CC1 (stereo unspecified) | i | 8 | -4 | 33* | -3 | i | 42 | -48 | -8
CC1CN(CCCOc2ccc([N+](=O)[O-])cc2)CC(C)O1 (stereo unspecified) | i | 8 | -7 | -6 | 3 | i | -9 | -1 | -1
O=C(c1ccncc1)N1CCN(c2ccc(F)cc2)CC1 | i | 10 | 0 | -3 | 0 | i | -9 | 3 | 6
C=Cn1cc[n+](CC(=O)c2ccc(OC)c(OC)c2)c1 | i | -6 | -3 | -5 | -2 | i | -5 | -3 | 1
CCOc1ccccc1NC(=O)C(C)CC (stereo unspecified) | i | -6 | -3 | -2 | -1 | i | -6 | 2 | 3
Cc1nc(SCC(=O)NCCc2ccc(Cl)cc2)nc(C)c1C | i | -5 | 0 | 8 | 6 | i | -4 | -9 | -6
CN(Cc1ccccc1)C(=O)c1ccc(Cl)c([N+](=O)[O-])c1 | i | 3 | 0 | -5 | 2 | i | 13 | -5 | 1
CC(C)N(C)C(=O)CCc1nnc(CCc2c[nH]c3ccccc23)o1 | i | -13 | 9 | -2 | 1 | i | -4 | 10 | 3
Cc1ccnc(SCC(=O)c2cc3ccccc3o2)n1 | i | 3 | 3 | -3 | 0 | i | 5 | 22 | 0
O=C(c1cc(Cl)nc2ccccc12)N1CCc2ccccc2C1 | i | -2 | 7 | 2 | 0 | i | 1 | -7 | -2
COc1ccc(-c2cc(C(=O)N/N=C/c3ccc(OC)c(COCC(F)(F)C(F)F)c3)c3ccccc3n2)c(OC)c1 | i | 7 | -2 | 26 | -4 | . | 16 | 4 | 5
CCc1cc2c(COC(=O)c3c(C)noc3C)cc(=O)oc2cc1O | i | 5 | 0 | -3 | -2 | . | 4 | 9 | -6
COC(=O)C(NC(=O)c1ccc(C)cc1)(Nc1cccc(C)n1)C(F)(F)F (stereo unspecified) | i | -2 | 4 | -8 | -1 | i | 4 | 5 | 0
O=C(CSc1nnc(-c2ccc(S(=O)(=O)N3CCCC3)cc2)o1)NCc1ccccc1 | i | -16 | -6 | 2 | 0 | i | 5 | -49 | -1
CCn1c(NCc2cc(OC)ccc2OC)nc2ccccc21 | i | 5 | 1 | 2 | 2 | i | -3 | 5 | -1
Cc1ccc2c(c1)C(=O)N1[C@H]3c4cc(C)ccc4OC[C@@H]3[C@H](c3ccccc3)[C@]1(C)C(=O)N2 | i | -10 | -3 | -4 | -3 | i | 42 | -11 | -32
COc1ccc(CC(=O)OCC(=O)N2CCCc3ccccc32)cc1 | i | -1 | -2 | -3 | -1 | i | -2 | -2 | 1
O=C(O)/C=C/C(=O)Nc1ccccc1C(=O)Nc1ccccc1 | i | -3 | 3 | -4 | 2 | i | -11 | 8 | -7
COc1ccccc1NC(=O)NCCN1CCN(C(=O)Nc2ccccc2OC)CC1 | i | -9 | -7 | -4 | 0 | i | -7 | -3 | 0
Oc1c(Cl)cc(Cl)cc1/C=N/c1nccs1 | i | -3 | 7 | 6 | 1 | i | -3 | 23 | -11
O=C(NCC(c1ccco1)N1CCc2ccccc2C1)c1ccccc1Cl (stereo unspecified) | i | 5 | -2 | -3 | 4 | i | 2 | 10 | -1
O=C1NC(c2ccccc2)=C(c2nc3ccccc3s2)C(c2ccc(O)cc2)N1 (stereo unspecified) | i | 11 | 4 | 9 | 3 | . | 5 | 7 | 8
CCOc1ccc(Oc2ccc(NC(=O)[C@@H](NC(N)=O)[C@@H](C)CC)cc2)cc1 | i | -6 | -1 | -2 | -1 | i | -2 | -18 | 2
CCn1nc(NC(=O)c2ccco2)c2cc3ccccc3nc21 | i | 5 | 0 | -5 | -4 | . | -2 | -9 | -1
COCCCNc1oc(COc2ccc(Cl)cc2Cl)nc1C#N | i | -2 | -2 | -7 | 1 | i | 14 | 5 | -2
CCSc1nnc(-c2ccc(Cl)cc2)c2ccccc12 | i | -9 | -2 | -11 | -1 | i | 1 | -6 | -5
O=C1C2C3CC(C(Br)C3Br)C2C(=O)N1c1nccs1 (stereo unspecified) | i | -8 | 43 | 2 | 0 | i | -5 | 10 | 0
O=C1CSC(c2ccccn2)N1c1cccc(Cl)c1 (stereo unspecified) | i | 28 | -4 | 0 | 5 | i | -3 | 9 | -4
NC(=O)N/N=C/c1c(F)cccc1F | i | 6 | -12 | 0 | -5 | i | -9 | 9 | -6
COc1ccccc1C(C(=O)c1ccccc1)c1ccc(O)cc1 (stereo unspecified) | . | 8 | 1 | . | . | i | . | . | 5
COc1ccc(S(=O)(=O)Oc2c(OC)cc(C(=S)N3CCOCC3)cc2OC)cc1 | i | 7 | 3 | -5 | 0 | i | 0 | 31 | 0
O=C(Nc1ccc(C(=O)N2CCCC2)cc1)c1ccc(F)cc1Cl | i | 7 | 3 | 1 | 0 | i | -7 | 11 | 0
COC(=O)c1c(NS(=O)(=O)Cc2ccccc2)sc2c1CCCC2 | i | 6 | 5 | -4 | -2 | i | 4 | 16 | -44
COc1ccc(CC(=O)Nc2cc(S(=O)(=O)N3CCCC3)ccc2Cl)c(OC)c1 | i | 4 | 3 | -14 | 0 | i | 24 | -19 | -2
O=C(CSc1nc2c([nH]c3ccccc32)c(=O)n1-c1ccccc1)NCC1CCCO1 (stereo unspecified) | i | -1 | 1 | 1 | -4 | i | 2 | -11 | -6
COCCCNc1nc2nonc2nc1N1C[C@H]2CC[C@H]1C2 | i | -2 | -8 | 2 | 0 | i | -6 | 3 | 0
CC(C(=O)Nc1ccc(S(=O)(=O)N2CCOCC2)cc1)N1C(=O)C2CC=CCC2C1=O (stereo unspecified) | i | 6 | -5 | 13 | 6 | i | -3 | -29 | 3
CN(Cc1ccc(C(F)(F)F)cc1)C(=O)[C@H]1O[C@@H](n2ccc(=O)[nH]c2=O)[C@H](O)[C@@H]1O | i | -6 | 4 | -4 | 1 | i | -6 | 2 | 3
CN1C[C@@H]2[C@@H]3C(=O)N(Cc4ccccc4)C(=O)[C@@H]3[C@](Cc3ccccc3)(C1=O)N2C(=O)c1ccc(F)cc1 | i | 0 | -2 | -3 | 3 | i | -6 | 16 | 3
c1ccc(-c2nccnc2-c2ccccc2)cc1 | i | -3 | 1 | -3 | 1 | i | -2 | -8 | -2
CS(=O)(=O)c1ccc(C(=O)NNC(=O)c2cc(-c3ccccc3)n[nH]2)cc1 | i | 2 | -4 | 3 | 3 | i | -5 | 16 | 1
CN(C)CCNC(=O)c1c(O)c2c([nH]c1=O)CCCC2 | i | 3 | 4 | -2 | 6 | i | -5 | 9 | 3
O=C(NCCN1CCOCC1)c1cc(-c2ccco2)on1 | i | 3 | 1 | -3 | 0 | i | -3 | -11 | -1
COC(=O)c1ccc(OC(=O)CCc2cc(OC)c(OC)c(OC)c2)cc1 | i | -1 | 2 | 0 | -2 | i | -1 | -6 | 0
Cc1ccc(C)n1-c1ncn[nH]1 | i | 11 | 2 | 1 | -2 | i | -43 | -12 | 0

Next section.
SMILES | Rpn11 block | SKN-1 block | CSN deneddyl inh | NadD block | Rin1 Abl inh | Neddyl block | FAS-TE inh | MLLE-PAM2 inh | MT1-MMP act inh
N#C/C(=C(/O)c1ccc(Cl)cc1)c1nc2ccccc2[nH]1 | i | 20 | 2 | -5 | 0 | . | -7 | -16 | -2
O=C(Cn1cnc2cc([N+](=O)[O-])ccc2c1=O)Nc1ccc(Br)cc1 | i | 1 | 2 | 1 | 3 | i | 16 | -24 | -4
Cc1sc2ncnc(N3CCC(C(=O)Nc4cc(S(C)(=O)=O)ccc4Cl)CC3)c2c1C | i | 7 | 3 | 10 | -7 | i | 14 | -17 | -11
COCCCNC(=O)/C=C1\Sc2ccccc2N(Cc2ccccc2F)C1=O | i | -6 | 1 | -4 | -3 | i | 1 | -12 | 1
CC(C)CCNC(=O)C(=O)Nc1cc2c3c(c1)CCC(=O)N3CCC2 | i | -1 | 0 | 0 | 0 | i | -3 | 4 | 4
COc1ccc(NC(=O)CCCN2C(=O)CCC2=O)cc1Cl | i | -5 | -3 | -4 | -1 | i | -3 | 3 | 3
CCN(CC)S(=O)(=O)c1cccc(C(=O)NC(C(=O)Nc2nnc(C3CC3)s2)C(C)C)c1 (stereo unspecified) | i | -18 | 5 | 2 | -2 | i | -3 | 10 | 13

Four entries picked at random from those above, as already listed:
SMILES | Rpn11 block | SKN-1 block | CSN deneddyl inh | NadD block | Rin1 Abl inh | Neddyl block | FAS-TE inh | MLLE-PAM2 inh | MT1-MMP act inh
CC(C)CCNC(=O)C(=O)Nc1cc2c3c(c1)CCC(=O)N3CCC2 | i | -1 | 0 | 0 | 0 | i | -3 | 4 | 4
COc1ccc(NC(=O)CCCN2C(=O)CCC2=O)cc1Cl | i | -5 | -3 | -4 | -1 | i | -3 | 3 | 3
Cc1sc2ncnc(N3CCC(C(=O)Nc4cc(S(C)(=O)=O)ccc4Cl)CC3)c2c1C | i | 7 | 3 | 10 | -7 | i | 14 | -17 | -11
COCCCNC(=O)/C=C1\Sc2ccccc2N(Cc2ccccc2F)C1=O | i | -6 | 1 | -4 | -3 | i | 1 | -12 | 1
